TDP1 block – qHTS Assay for Inhibitors of Tyrosyl-DNA Phosphodiesterase (TDP1) | recombinant TDP1, AlphaScreen DNA substrate cleavage | Potency, µM (titrated, usually from 130 µM), inactives show at the highest dose activity change, negative = inhibition, most hits filed as inhibitors | 350,000 tested, 0.28% active | AID 485290, 2010; also: nearly all actives have a fitted effect of over 40% in size
Target sequence (Q9NUW8 whole entry, looked up): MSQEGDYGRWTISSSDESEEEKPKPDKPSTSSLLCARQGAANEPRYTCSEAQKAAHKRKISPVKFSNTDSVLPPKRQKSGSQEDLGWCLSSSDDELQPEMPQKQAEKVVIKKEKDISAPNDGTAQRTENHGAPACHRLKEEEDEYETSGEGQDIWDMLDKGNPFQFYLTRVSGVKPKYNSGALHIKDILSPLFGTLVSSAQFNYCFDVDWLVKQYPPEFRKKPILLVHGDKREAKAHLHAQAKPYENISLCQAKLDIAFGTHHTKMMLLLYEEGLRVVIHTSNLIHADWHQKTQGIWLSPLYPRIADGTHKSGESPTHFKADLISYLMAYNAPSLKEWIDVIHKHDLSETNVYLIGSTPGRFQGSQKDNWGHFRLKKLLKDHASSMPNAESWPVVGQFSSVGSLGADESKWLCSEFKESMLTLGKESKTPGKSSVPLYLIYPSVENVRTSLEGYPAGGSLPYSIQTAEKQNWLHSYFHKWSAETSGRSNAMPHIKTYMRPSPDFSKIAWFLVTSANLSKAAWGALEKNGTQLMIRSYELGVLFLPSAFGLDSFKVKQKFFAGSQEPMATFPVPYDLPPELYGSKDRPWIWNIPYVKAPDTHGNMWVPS
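Signal: AlphaScreen proximity between streptavidin donor and anti-FITC acceptor beads on intact substrate. Reaction: Tdp1 1 nM, substrate 15 nM final, 5 min RT after 15 min compound preincubation.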
GCN5L2 inh – qHTS Assay for Inhibitors of GCN5L2 | Histone acetyltransferase KAT2A (Homo sapiens), Q92830 | GCN5L2 HAT assay, ThioGlo1 CoA-SH fluorescence | Potency, µM (titrated, usually from 58.9 µM), inactives show top-dose activity change, negative = inhibition, usual class: inhibitors | 390,000 tested, 0.21% active | AID 504327, 2011
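Enzyme at 20nM final was mixed with library compounds for 15 min at room temperature. Peptide H3(1-25) at 75uM, acetyl-CoA at 70uM and ThioGlo1 at 50uM were then added. Plates were read immediately and after 20 min (Ex340nm/Em540nm).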
DT40 TDP1 no CPT – qHTS for Inhibitors of human tyrosyl-DNA phosphodiesterase 1 (TDP1): qHTS in cells in absence of CPT. Potency, µM (series often up to 46.2 µM), for inactives: top-dose activity change, negative = growth inhibition, hits mostly inhibitors. DT40 Tdp1-/- hTDP1 cells, no CPT, ATP luminescence, 48 h. 420,000 tested, 15% active; also: nearly all actives have a fitted effect of over 55% in size
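Cells were dispensed at 400 per well, compounds added by pin tool, plates incubated ≥48 hr at 37 °C, then CellTiter-Glo added for 30 min at room temperature before luminescence reading. Line: DT40 Tdp1-/- complemented with hTDP1; camptothecin omitted.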
Active calls of the source: *; ? = inconclusive; nt = no result given; [ ] = another dose, or the depositor's remark. Calls follow the shape of the dose curve; as a rule, active = well fitted curve in the direction sought with a large enough effect; inconclusive = small, poorly fitted or top-dose-only effect, or another doubt; inactive = no such curve, though single readings can be large; an effect the other way counts as inactive or inconclusive. % is scaled to controls: 0 for no effect and ±100 for the full control effect; potency is read from the fitted curve at half-maximal effect.

Below each compound – GCN5L2 inh, DT40 TDP1 no CPT, TDP1 block
Cc1nc(NC(=O)c2ccc(Br)s2)sc1C(=O)N(C)C
  -1%, -1%, 3%
CC(NC(=O)Nc1ccccc1)C(c1cccs1)N1CCOCC1 (centres undefined)
  -1%, 3%, 0%
CCOC(=O)CNC(=O)CSc1ncccc1-c1nc2ccccc2[nH]1
  -3%, -6%, nt
CCN(CC)CCNC(=S)NC(=O)c1cn(-c2ccccc2)nc1-c1ccc(OC)cc1
  0%, ?, 5%
Cc1ccc(S(=O)(=O)N2CCN(C(=O)C(C)Cn3nc(C)c(C)c3C)CC2)cc1C (centres undefined)
  -3%, -13%, 1%
Cc1ccccc1NC(=O)CSCn1nnc2c(=O)[nH]c(Cc3ccc(F)cc3)nc21
  -2%, -23%, 4%
COCCCN(C(=O)CCOc1ccccc1C)c1c(N)n(Cc2ccccc2)c(=O)[nH]c1=O
  -13%, -14%, 0%
COc1ccc(CCNC(=O)COC(=O)c2cc(=O)[nH]c3ccccc23)cc1
  -6%, -12%, 1%
CC(C)Oc1cccc(-c2nnc(SCC(=O)Nc3ccc4c(c3)OCCO4)n2N)c1
  25µM*, -26%, 5%
CC(C)C1(CCNC(=O)c2cccs2)CCOC(C)(C)C1 (centres undefined)
  -7%, -21%, 4%
CC1(C)CC(=O)C=C(NC2CCCCC2)C1
  -6%, -17%, 3%
Cc1ccc(S(=O)(=O)N2CCN(C(=O)c3ccccc3)CC2)c(C)c1NS(C)(=O)=O
  3%, 0%, -1%
Cc1ccc(S(=O)(=O)/N=C2/NC(=O)/C(=C/c3cccnc3)S2)cc1
  -24%, 29µM*, 5%
O=C(COC(=O)c1cc(=O)c2ccccc2o1)NC1CCCC1
  -3%, -14%, 5%
Cc1c(C)c2ccc(OS(C)(=O)=O)c(C)c2oc1=O
  -5%, -24%, 4%

Whole records, looked up by structure. Order of screens: GCN5L2 inh | DT40 TDP1 no CPT | TDP1 block
Cc1ccc(S(=O)(=O)N2CCN(C(=O)C(C)Cn3nc(C)c(C)c3C)CC2)cc1C (centres undefined) is listed with -3% | -13% | 1%
CCN(CC)CCNC(=S)NC(=O)c1cn(-c2ccccc2)nc1-c1ccc(OC)cc1 is listed with 0% | ? | 5%
Cc1nc(NC(=O)c2ccc(Br)s2)sc1C(=O)N(C)C is listed with -1% | -1% | 3%
COc1ccc(CCNC(=O)COC(=O)c2cc(=O)[nH]c3ccccc23)cc1 is listed with -6% | -12% | 1%
Cc1ccccc1NC(=O)CSCn1nnc2c(=O)[nH]c(Cc3ccc(F)cc3)nc21 is listed with -2% | -23% | 4%

Other structures
Below each compound – GCN5L2 inh, DT40 TDP1 no CPT, TDP1 block
CN(C)CCN(Cc1ccco1)S(=O)(=O)c1ccc(-c2ccc(=O)[nH]n2)s1
  -2%, 13%, 0%
CCOCCn1c(=O)c2c(nc3n2CCN3c2ccc(C)c(C)c2)n(C)c1=O
  -17%, -5%, ?
O=C(Cc1cccc2ccccc12)NN1C(=O)CSC1=S
  -2%, -1%, 3%
O=C(O)CCC(=O)N1CCN(c2ccc(C(=O)c3ccc(F)cc3)cc2)CC1
  -5%, -22%, -1%
Cn1c(=O)cc(SCC(=O)N2CCCC2)c2ccccc21
  ?, 0%, 5%
COc1ccccc1C1NC(=O)NC(C)=C1C(=O)OCc1ccccc1 (centres undefined)
  -8%, ?, nt
O=C(O)CCNC(=O)c1ccc(N=Nc2ccc(O)c(C(=O)O)c2)cc1
  3%, 2%, ?
CC(OC(=O)c1cc2sccc2n1C)C(=O)NCc1ccc(F)cc1 (centres undefined)
  3%, -27%, 7%
CC1=C(c2ccccc2)[N+](=O)C2(CCCCC2)N1[O-]
  -10%, 17%, 1%
CCCCCCNC(=O)CNC(=S)N(Cc1cccs1)C1CCCCC1
  -10%, ?, nt
CCOc1c2ccc(C(=O)NCc3cc(C(F)(F)F)cc(C(F)(F)F)c3)cc2nn1CCOC
  -9%, ?, 2%
CCOC(=O)c1[nH]c(C)c(/C(O)=C2\C(=O)C(=O)N(CCCN(C)C)C2c2cccnc2)c1C (centres undefined)
  -7%, 1%, -3%
Cc1ccc(N2C(=O)N(CC(=O)Nc3cc(F)ccc3C)C(=O)C2C)cc1 (centres undefined)
  -4%, 1%, nt
CCOC(=O)C1CCCN(C(=O)CCC(=O)Nc2ccc3nc(N4CCOCC4)cc(C)c3c2)C1 (centres undefined)
  -9%, ?, 3%
Cc1ccc(NC(=O)Cn2c(=O)n(Cc3ccc4c(c3)OCO4)c(=O)c3oc4ccccc4c32)cc1C
  0%, -23%, 3%
O=C1COc2ccc(C(=O)COC(=O)CNC(=O)c3ccccc3)cc2N1
  -4%, 13%, 2%
Cc1oc2ccc(O)c(CN3CCN(Cc4ccccc4)CC3)c2c1C(=O)Nc1cccc(Cl)c1C
  0%, -77%, -4%
CCOC(=O)c1ccc(COC(=O)CNC(=O)CNC(=O)Cc2ccccc2)cc1
  2%, -10%, 4%
COc1cccc(NC(=O)CSc2nnc(NC(=O)C3CCC3)s2)c1
  -6%, ?, 13%
COc1ccc(S(=O)(=O)N(C)C)cc1NC(=O)CN1CCN(C(=O)C2CC2)CC1
  0%, ?, 1%
COc1ccc(NS(=O)(=O)c2ccc3nc(COc4ccc(C#N)cc4)[nH]c3c2)cc1
  -4%, ?, -3%
Cc1c(NS(=O)(=O)c2cccc(C(=O)NCc3ccc(Cl)cc3)c2)c(=O)n(-c2ccccc2)n1C
  -22%, -21%, 3%
CCN(CC)CCNS(=O)(=O)c1ccc(Cl)cc1
  4%, -10%, 1%
CCn1c(O)c(N=NC(=O)c2ccc(CSc3nncn3C)cc2)c2ccccc21
  -10%, 15µM*, 7%
Cc1ccc(S(=O)(=O)N2CCC(C(=O)Nc3ccccc3N3CCCC3)CC2)cc1C
  3%, ?, 0%
COc1ccccc1Oc1c(C)oc2c(CN3CCN(CCO)CC3)c(O)ccc2c1=O
  -25%, -15%, 12%
COc1ccc(CNC(=O)c2cc3c(C)nc4ccccc4c3o2)c(OC)c1
  2%, 13µM*, -1%
CC(=O)NCC(=O)NNC1CC(=O)N(c2cccc(Cl)c2)C1=O (centres undefined)
  0%, -1%, 8%
O=C(COc1ccc(Cl)cc1)Nc1ccc2nc(SCC(=O)N3CCOCC3)sc2c1
  -8%, 15µM*, 6%
CCOC(=O)c1c(C)c(C(=O)Nc2ccc3c(c2)OCO3)c(C)n1C
  24%, -4%, 3%
O=C(NCc1ccc2c(c1)CCN2C(=O)c1ccncc1)c1ccc(Cl)cc1
  -7%, ?, 2%
O=C(NNC(=O)c1cccs1)c1ccc(Br)cc1
  -3%, -16%, -3%
COc1ccc(COc2ccccc2C(N)=O)cc1F
  -4%, -25%, -5%
COC(C[C@H](O)[C@@H](C)[C@@H](O)COCc1ccccc1)OC
  -9%, -2%, -2%
Cc1ccc(-n2nc(C)c(C3C(C#N)=C(N)OC4=C3C(=O)CCC4)c2Cl)cc1 (centres undefined)
  -5%, nt, 9%
CCOc1ccccc1CNc1nc2nc(C)c(CC(=O)OC)c(=O)n2[nH]1
  -2%, -13%, 1%
CC1CCC2C(=O)N(c3cccc(OS(=O)(=O)c4ccccc4)c3)C(=O)C2C1 (centres undefined)
  -8%, -24%, 3%
Cc1nc(N2CCCC2)ncc1C(=O)NCc1cccc(Cl)c1
  24%, -5%, -6%
Cc1cc(O)c(C(=O)/C=C/c2ccccc2Br)c(=O)o1
  ?, ?, nt
CCn1cc(C(=O)O)c(=O)c2cc(F)c(N/N=C/c3ccccc3[N+](=O)[O-])cc21
  -2%, 16µM*, -11%
O=C(CCN=C1NS(=O)(=O)c2ccccc21)OCc1nnc(-c2ccccc2)o1
  -3%, 0%, -1%
Cc1nc2ncnn2c(C)c1CCC(=O)NCc1ccc2c(c1)OCO2
  -1%, 3%, 6%
COc1cnc(SCc2c(Cl)cccc2Cl)nc1Cl
  -3%, 0%, -8%
C=CCNS(=O)(=O)c1ccc(OCC(=O)OCC)cc1
  ?, 0%, 6%
CCCn1c2ccccc2c2cnn(CC(=O)NCCCN3C(C)CCCC3C)c(=O)c21 (centres undefined)
  -28%, ?, 4%
C[C@]12c3[nH]c4ccccc4c3CCN1C(=O)C(CC(=O)NCCN1CCOCC1)C[C@@H]2C(=O)N1CCCCC1 (some centres undefined)
  -5%, -4%, 1%
CSc1nsc(SC)c1C(=O)N1CCN(S(=O)(=O)c2ccc(C)cc2)C1C(C)C (centres undefined)
  -3%, ?, -1%[56.1 µM]
CCOC(=O)c1cc(-c2ccccc2)nc2c1c(C)nn2-c1ccccn1
  -8%, ?, 2%
Cc1ccc(S(=O)(=O)Nc2cccc(C(=O)NCCCN3CCCC3=O)c2)cc1F
  0%, ?, 0%
Cc1ccc2[nH]c(=O)c(CN(C)C(=O)c3cccs3)cc2c1
  1%, -23%, 0%
COc1cccc(NC(=O)CCc2c(C)nc3ncnn3c2C)c1
  0%, -5%, 3%
N#CC(C#N)=NNc1ccc(S(=O)(=O)N2CCCCC2)cc1
  -14%, 16µM*, 8%
O=C(c1ccc(Cl)cc1)C1CCN(C(=O)NC2CCCCC2)CC1
  -10%, ?, 3%
Cc1ccc(NCc2nc(SCC(=O)Nc3ccccc3)n[nH]2)cc1
  4%, 5%, 14%
CCCCN1CC(c2nc3ccccc3n2CCCCOc2ccccc2C)CC1=O (centres undefined)
  -1%, 5.8µM*, 3%
CC(NC(=O)COC(=O)COc1ccc(Cl)cc1)c1ccccc1 (centres undefined)
  -2%, 1%, 1%
COc1ccc([C@H]2[C@@H]3C=CCC[C@@]3(C)C(=O)N2Cc2ccccc2)cc1Cl
  -8%, 21µM*, 5%
Cc1ccc(C(=O)N2CCc3cc(CNC(=O)CSc4ccccc4)ccc32)cc1
  -13%, 15µM*, 4%
O=C(c1cc(-c2ccccc2)on1)N1CCCc2ccccc21
  -12%, 0%, 3%
CC(C)c1ccc2[nH]c(O)c(N=NC(=O)c3ccc(CSc4nncn4C)cc3)c2c1
  0%, 16µM*, 3%

Overlap with the part before: 2 compounds; new compounds follow.
Below each compound – GCN5L2 inh, DT40 TDP1 no CPT, TDP1 block
O=C(c1cc(-c2ccccc2)on1)N1CCCc2ccccc21
  -12%, 0%, 3%
CC(C)c1ccc2[nH]c(O)c(N=NC(=O)c3ccc(CSc4nncn4C)cc3)c2c1
  0%, 16µM*, 3%
CC(C)N1CCN(Cc2cc(F)ccc2-n2cccn2)CC1CCO (centres undefined)
  -6%, -26%, 3%
CC(C)C(OC(=O)c1cccs1)C(=O)NC1CCCCC1 (centres undefined)
  -2%, -21%, 5%
COc1cc(Cl)c(NS(=O)(=O)c2c(C(=O)N3CCCC3)c(C)n(C)c2C)c(OC)c1
  -2%, -25%, 6%
CCOC(=O)CSc1nc2ccc(Nc3nc(N4CCOCC4)nc(N4CCOCC4)n3)cc2s1
  -5%, 21µM*, -5%
Cc1ccc(-n2c(SCC(=O)NCCN3C(=O)CSC3=O)nnc2-c2ccccc2F)cc1
  -3%, -24%, 3%
CCOCCCNC(=O)C(NC(=O)c1ccc(NC(C)=O)cc1)c1ccccc1 (centres undefined)
  -2%, 7%, -1%
CCNC(=S)NNC(=O)c1csc(C(C)C)c1
  -3%, -16%, 3%
COc1ccc(NC(=O)CSc2ncc(-c3ccc(Cl)cc3)[nH]2)cc1OC
  -6%, 15µM*, 2%
COC(=O)c1c(NC(=O)CN2C(=O)C(=O)N(CC(C)C)C2=O)sc(C)c1C
  -9%, -26%, 1%
NC(=O)C(CC(=O)O)NC(=O)[C@@H]1CCCCNc2c(I)cc([N+](=O)[O-])cc2C(=O)N[C@@H](CO)C(=O)NCC(=O)N1 (some centres undefined)
  -1%, nt, -4%
O=C(NC(=S)Nc1ccc(CN2CCOCC2)cc1)c1cc2ccccc2o1
  -3%, -9%, 6%
O=C(Nc1cnc2ccccc2c1)C1COc2ccccc2O1 (centres undefined)
  0%, ?, 2%
CCOc1ccccc1N(C(=O)c1snc(C(N)=O)c1N)C(C(=O)NC1CCCC1)c1ccco1 (centres undefined)
  -16%, -4%, 9%
Cc1cc(C)cc(OCC(=O)Nc2cc(C)on2)c1
  4%, -4%, 7%
COc1ccccc1NC(=O)N1CCN(c2cc(-c3ccccc3)nc3ncnn23)CC1
  -4%, 4.1µM*, 2%
Cc1ccc(-c2cc(C(F)F)n3ncc(C(=O)N4CCCCC4c4cccnc4)c3n2)cc1 (centres undefined)
  -5%, ?, -4%

Screening data as filed in PubChem BioAssay.

The list is partial; the hit share may differ from the screen's.
